Screening data: PubChem, several laboratories
eLon inh = inhibits E. coli Lon protease; actives 0.42% (n = 360,000); AID 602123; inhibition, % at 7.94 µM; purified E. coli Lon protease, fluorescence polarization; in the data active = inhibition above about 13%, passing the limit was not always enough;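 note: 0% = enzyme with probe and DMSO and 100% = no enzyme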
TbMetRS inhib = Trypanosoma brucei MetRS inhibition | purified T. brucei MetRS, ATP depletion, Kinase-Glo luminescence | inhibition, % at 11.9 µM | actives 0.4% (n = 360,000);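 active = inhibition above a per-plate cutoff of the control wells' mean inhibition plus 3 SD, cut at about 5.5% in these data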;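 note: 0% = DMSO wells median and 100% = median of wells with control inhibitor compound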
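assay system = parasite MetRS enzyme | timing = 15 min preincubation, 2 h reaction, all 25 °C | evaluation = percent inhibition relative to median high and low control wells | medium = HEPES buffer containing pyrophosphatase, BSA, spermine, DTT | compound = single dose, 11.9 µM final nominal, 0.9% final DMSO | detection = Kinase-Glo luminescence, ATP depletion format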
MLLE-PAM2 inh = blocks PAM2 peptide binding to the PABP1 MLLE domain; P11940; GST-MLLE / FITC-PAM2 fluorescence polarization; inhibition, % at 20 µM; actives 0.36% (n = 360,000); AID 588489; in the data active = inhibition above about 35%, passing the limit was not always enough;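 note: plate controls were DMSO wells with GST-MLLE for no effect and wells lacking GST-MLLE protein for full effect; some results filed as inactive read as strong as hits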
NRP1-CendR mod = alters CendR peptide binding to human NRP-1; FAM-RPARPAR peptide binding to NRP-1, fluorescence polarization; inhibition, % at 25 µM; actives 0.85% (n = 360,000);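 active = inhibition or corrected inhibition above about 18%, plus a signal ratio from 0.5 to 1.5, limit read from the data, passing the limit was not always enough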; note: strong numbers were not always called active
SKN-1 inh = blocks SKN-1 activity in C. elegans. inhibition, % at 21.8 µM. actives 0.49% (n = 360,000). C. elegans VP596 Pgst-4::GFP/RFP ratio, acrylamide-induced, 24 h;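 active = interference check ratio from 0.5 to 1.5 plus GFP to RFP signal ratio inhibition reaching or exceeding a fixed threshold, cut at about 30% in these data, passing the limit was not always enough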; note: some compounds called inactive have numbers as strong as hits
MT1-MMP act inh = MT1-MMP (human) activation inhibition; HT1080 RFP-PRO-GFP cells, GFP/RFP ratio fluorescence, overnight; percent of plate control window, DMSO zero; actives 0.061% (n = 360,000); GFP/RFP ratio change, % at 20 µM; AID 651647; P50281;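 active = GFP/RFP ratio change of at least 30% with cell ATP level not reduced by more than half and red fluorescence within 50% of control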; note: strong numbers were not always called active
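Test system: HT1080 cells expressing an RFP-PRO-GFP fluorescent reporter construct / Compound dosing: single-point 20 µM compound, 1% DMSO / Schedule: cells overnight before dosing, compound overnight, 37 °C, 5% CO2 / Evaluation: GFP/RFP fluorescence ratio / Control set: DMSO and RFP-L50D-GFP cell wells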
bovine MsrA act = activators of bovine methionine sulfoxide reductase A; purified bovine MsrA, absorbance read-out; activation, % at 10.6 µM; actives 0.3% (n = 360,000); AID 602163; in the data active = activation above about 7.5%;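 note: 0% = vehicle and 100% = reference activator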
MsrA inhibitor = inhibitors of bovine MsrA | purified bovine MsrA, absorbance read-out | inhibition, % at 15.5 µM | actives 0.75% (n = 360,000); in the data active = inhibition above about 4.5%;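 note: 0% = vehicle wells with enzyme and 100% = reference inhibitor wells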
FAS TE block = blocks the thioesterase domain of human fatty acid synthase; inhibition, % at 15 µM; P49327; actives 0.67% (n = 360,000); AID 602261; recombinant FAS-TE, OMFH fluorogenic substrate, fluorescence endpoint;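 active = compounds whose normalised, plate-corrected inhibition of enzyme fluorescence in the single-dose primary screen is 50% or more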;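 note: 0% = DMSO with enzyme and 100% = substrate without enzyme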
An asterisk follows results filed as active; & = joins results of further samples. Only part of the results is shown; count on the stated rates, not on these rows.

SMILES	eLon inh	TbMetRS inhib	MLLE-PAM2 inh	NRP1-CendR mod	SKN-1 inh	MT1-MMP act inh	bovine MsrA act	MsrA inhibitor	FAS TE block
CC[C@@H]1C(=O)OC[C@@H]1Cc1cncn1C	-2&4	-0.8&-0.3	11&-8	-5&-6	-17&-5	4&6	-2&-1	-0.7&-1.9	-4&-2
